# m5-HT2A agonist = mouse HTR2A agonism via beta-arrestin recruitment; 360,000 compounds, 0.66% hits; activation, % at 7.6 µM; CHO-K1 mHTR2A beta-arrestin complementation, luminescence; percent of 30 µM serotonin response;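 active = activation above a run cutoff, the mean activation of all tested compounds plus 3 SD, cut at about 14% in these data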;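 also: 0% = plate median of compound wells and 100% = 30 µM serotonin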
# Granule exo inh = blocks lytic granule exocytosis; inhibition, % at 10 µM; AID 651702; 360,000 compounds, 0.66% hits; TALL-104 LAMP-1 surface exposure, flow cytometry; cells stimulated with thapsigargin and PMA;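 active = inhibition above about 55%, limit read from the data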
# MC4R ag barr = activates human MC4R beta-arrestin recruitment | 360,000 compounds, 0.98% hits | U2OS MC4R beta-arrestin complementation, luminescence; percent of melanotan II response, DMSO zero | activation, % at 8.9 µM;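 active = activation above a per-plate cutoff, the mean activation of sample wells on that plate plus 3 SD, cut at about 8% in these data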
# ABHD5-PLIN5 inh = inhibitors of human ABHD5-perilipin-5 interaction | inhibition, % at 4 µM | 360,000 compounds, 0.78% hits | Split G. princeps luciferase complementation, luminescence, 4 h;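 active = inhibition above the mean inhibition across every tested compound plus 3 SD, cut at about 22% in these data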;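 also: 0% = DMSO only wells and the 100% control is not disclosed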
# ABCB6 inh MLPCN = blocks the human ABCB6 transporter | Q9NP58 | K562-ABCB6 porphyrin accumulation, flow cytometry, 1 h; active compounds read low | fluorescence ratio to DMSO, % at 10 µM | 360,000 compounds, 0.19% hits;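 active = fluorescence ratio to DMSO below 75%, the collection mean minus 3 SD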;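 also: signal is porphyrin accumulated inside mitochondria; 100% equals median channel fluorescence of DMSO control wells; lower ratio means ABCB6 inhibition with less porphyrin fluorescence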
# Target sequence (Q9NP58 whole entry, looked up): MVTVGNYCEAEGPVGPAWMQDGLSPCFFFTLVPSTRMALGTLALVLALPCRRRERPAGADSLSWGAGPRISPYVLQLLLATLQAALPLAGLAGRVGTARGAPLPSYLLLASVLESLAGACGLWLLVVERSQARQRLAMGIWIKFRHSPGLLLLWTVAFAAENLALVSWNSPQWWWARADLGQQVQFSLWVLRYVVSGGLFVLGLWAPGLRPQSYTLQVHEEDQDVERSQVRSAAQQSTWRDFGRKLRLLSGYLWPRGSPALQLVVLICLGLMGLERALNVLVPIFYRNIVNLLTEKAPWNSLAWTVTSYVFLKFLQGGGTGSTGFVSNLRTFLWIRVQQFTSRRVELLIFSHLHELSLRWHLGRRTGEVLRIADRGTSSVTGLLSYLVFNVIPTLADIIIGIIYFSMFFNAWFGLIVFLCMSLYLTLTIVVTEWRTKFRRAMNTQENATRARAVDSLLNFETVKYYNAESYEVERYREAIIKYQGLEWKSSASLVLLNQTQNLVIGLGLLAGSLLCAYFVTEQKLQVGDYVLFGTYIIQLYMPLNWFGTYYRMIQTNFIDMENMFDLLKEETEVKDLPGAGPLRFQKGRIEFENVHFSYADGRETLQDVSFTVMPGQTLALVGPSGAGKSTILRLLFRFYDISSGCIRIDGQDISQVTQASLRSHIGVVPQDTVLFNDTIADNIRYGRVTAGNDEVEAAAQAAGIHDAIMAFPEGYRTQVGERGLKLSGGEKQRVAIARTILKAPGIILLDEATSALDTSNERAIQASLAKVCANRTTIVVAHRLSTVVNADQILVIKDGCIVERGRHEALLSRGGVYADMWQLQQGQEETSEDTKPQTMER
# Cardio protect = modulators protecting cardiomyocytes from myocardial damage. protection from H2O2 cell death, % at 20 µM. H9c2 cardiomyocytes, H2O2 injury protection, ATPLite, 2 h. 360,000 compounds, 0.63% hits. AID 588492;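 active = compounds giving at least 50% protection of heart cells from peroxide-induced death in the single-dose screen, raw or plate-pattern-corrected value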;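 also: 0% = DMSO wells with peroxide and 100% = DMSO wells without peroxide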
# hiPSC survival = hiPSC single-cell survival enhancement | 360,000 compounds, 0.044% hits | survival enhancement, % at 20 µM | ATPlite luminescence; 100% = ROCK inhibitor wells, 0% = DMSO; in the data active = survival enhancement above about 18%;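 also: cells exposed to compounds for 16 hours before the ATP read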
# Glyco luc inh = N-linked glycosylation inhibition; D54 ERlucT glycosylation luciferase reporter, 24 h; percent of 100 nM tunicamycin response; reporter increase, % at 12.5 µM; 360,000 compounds, 0.23% hits; AID 588692;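 active = mean luciferase reporter signal, scaled so untreated is 0 and the glycosylation-blocking control 100, at or above a set limit in every replicate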;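 also: luciferase carries N-glycosylation sites so blocking glycosylation raises the light; 0% = median of neutral control wells and 100% = median of 100 nM tunicamycin wells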
# aDG glyco act = alpha-DG glycosylation activation; 360,000 compounds, 0.22% hits; activation, % at 10 µM; AID 624168; Pro5-aDG cells, alpha-DG glycosylation AlphaScreen (IIH6); 0% Pro5, 100% B10-LARGE cell signal;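 active = activation of at least 8% versus controls, or a plate z-score of at least 8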;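 also: Pro5 are CHO cells carrying HIG-tagged alpha-DG that lacks glycosylation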
# MC4R antag cAMP = antagonists of human melanocortin 4 receptor (MC4R). P32245. MC4R-expressing cells, MTII-stimulated cAMP, LANCE TR-FRET. inhibition, % at 6.5 µM. 360,000 compounds, 0.48% hits. AID 540295;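 active = inhibition above its plate's cutoff, the mean of tested wells on that plate plus 3 SD, cut at about 29% in these data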;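 also: 0% = Melanotan II alone and 100% = Melanotan II plus saturating MCL0020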
#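 Test system: U2OS cells stably expressing human melanocortin 4 receptor (MC4R); also added: Melanotan II challenge; compound: 6.5 µM single dose; timing: 30-min compound preincubation, 1-h Melanotan II challenge, 1-h detection, room temperature; signal: Eu-cAMP/anti-cAMP TR-FRET, emission 671 nm; repeats: one well per compound, no replicates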
# The depositor's hits bear a star; x = not tested or not shown; & = joins results of further samples.
SMILES	m5-HT2A agonist	Granule exo inh	MC4R ag barr	ABHD5-PLIN5 inh	ABCB6 inh MLPCN	Cardio protect	hiPSC survival	Glyco luc inh	aDG glyco act	MC4R antag cAMP
O=C(OCCOc1cccc(Cl)c1)c1cc(S(=O)(=O)N2CCOCC2)ccc1F	6	0	-1.3	8	98	-7	0.5	1	0.3	-21
Cc1ccc(S(=O)(=O)NCC(=O)N(CC(=O)NCc2ccc(F)cc2)CC2CCCO2)cc1 (stereo not drawn)	-3	9	1.0	-3	98	-1	-0.3	4	0.0	7
COC(=O)c1ccc(Cn2nnc3ccccc3c2=O)o1	4	2	-1.4	0	100	13	3.1	3	-0.2	10
Nc1nc(-c2ccco2)nn1C(=O)c1ccc(F)cc1	-3	-1	-2.3	3	98	6	-0.5	1	-0.3	1
CCCC(=O)Nc1cccc(-c2nc3cc(C)c(C)cc3o2)c1	0	-1	0.8	-1	99	-26	-0.8	0	-0.1	0
CCC(CO)NCC(O)COCc1ccc2c(c1)OCO2 (stereo not drawn)	-10	-6	-2.7	-4	102	1	4.5	-1	-0.2	16
O=C1Nc2ccc(Br)cc2/C1=N/N=C/C1=C(N2CCOCC2)C(=C\c2ccccc2)/CC1	3	0	0.1	14	92	9	-0.3	1	-0.4	-3
O=C(Nc1cc(Cl)ccc1N1CCCC1)C1=COCCO1	-3	-5	-0.1	7	96	0	4.1	1	2.1	12
Cc1ccc(C(=O)N2CCCC(CCC(=O)NCc3ccc(F)c(F)c3)C2)cn1 (stereo not drawn)	-1	-6	1.0	15	99	-2	-0.4	0	0.0	1
Cc1csc(=Nc2ccccc2)n1CCCN1CCCC1=O	-2	-1	1.6	-3	98	0	2.5	-1	-0.1	5
O=C(Nc1nccs1)c1cc(N2CCOCC2)nc2ccccc12	-4	-2	-0.9	-2	112	4	-4.3	1	0.1	8
COc1ccc(S(=O)(=O)Nc2cccc(-c3ccc4nncn4n3)c2)cc1F	6	4	-2.9	-3	97	3	-0.6	20	-0.3	-31
COc1ccc(CNC(=O)C(=O)NCC2CCCO2)cc1 (stereo not drawn)	1	-2	-2.9	-3	88	11	0.0	-1	-0.1	1
N/C(=N\NC(=O)c1ccc(Cl)cc1)c1cnccn1	0	-8	-0.1	3	97	10	-0.8	-1	0.2	0
COC(=O)c1c(NC(=O)COC(=O)c2ccc(Cl)nc2)sc(C)c1C	0	3	0.0	-3	99	0	0.2	2	0.1	6
Cc1sc2ncnc(N3CCC(C(=O)N(CC(C)C)c4nc5ccccc5s4)CC3)c2c1C	4	2	-0.7	-13	93	0	0.4	-7	0.0	2
CCN(CC(=O)Nc1ccc(OC)cc1)C(=O)Cc1ccsc1	3	2	1.9	12	100	21	-0.5	1	0.1	2
Cc1ccc(N2CC(C(=O)Nc3ccccc3N3CCCC3)CC2=O)cc1 (stereo not drawn)	2	1	-1.5	-3	101	0	1.1	7	0.1	8
Cc1ccc(SCCNC(=O)c2ccccc2F)cc1	0	6	0.0	-3	101	5	0.7	1	0.1	15
CCSC1=C(C#N)C(c2ccc(C)o2)CC(=O)N1 (stereo not drawn)	1	19	-0.5	-7	100	2	-0.5	-1	0.0	0
CC(C)S(=O)(=O)C/C(N)=N/OC(=O)c1cc(Cl)cc(Cl)c1	5	-12	-2.2	1	100	2	-0.4	0	0.0	3
COc1ccc(C(CNC(=O)COc2ccc(Cl)c(C)c2)N2CCCCC2)cc1 (stereo not drawn)	-11	0	3.2	7	97	0	-0.7	-1	0.3	17
COc1ccc2c(c1)sc(=N)n2CC(=O)Nc1cc(C)cc(C)c1	-2	-5	-2.2	2	97	3	-1.5	0	0.7	1
Cc1cc(F)ccc1-c1cc(C(=O)Nc2ccccc2)[nH]n1	-8	-2	2.2	-2	104	-15	-0.5	-12	-0.2	4
CN1CCN(c2ccc(CNC(=O)C3Cc4c(-c5ccc(Cl)cc5)ccnc4O3)cc2)CC1 (stereo not drawn)	-5	20	2.2	6	91	-18	7.3	-1	0.5	1
O=C(NCCc1ccccc1)/C(=C\c1ccc([N+](=O)[O-])cc1)NC(=O)c1ccc(Br)cc1	-1	-4	0.6	6	97	4	-1.8	-1	-0.2	-8
O=C(CCN1C(=O)c2ccccc2C1=O)N1CCN(Cc2ccc(Cl)cc2Cl)CC1	4	20	5.8	13	98	2	-0.9	1	0.0	2
O=C(c1ccc(Cl)cc1)C1C2C(=O)N(c3ccccc3)C(=O)C2C2CCCN21 (stereo not drawn)	1	1	-3.4	4	97	12	3.3	0	-0.2	6
CCN(CC)C(=O)CSc1nnc(-c2ccccn2)n1-c1ccccc1OC	-1	-8	3.4	-1	101	6	0.9	0	0.1	-1
CCOC(=O)c1ccc(NC(=S)NCCc2ccc(F)cc2)cc1	-5	1	4.7	-8	98	-17	-0.3	2	0.9	2
CCOc1cc(Br)c(CC(=O)O)cc1OCC	1	6	-1.7	-3	94	5	0.5	1	-0.1	4
O=C(/C=C/c1ccc(S(=O)(=O)N2CCOCC2)cc1)NCc1ccccc1	4	4	2.4	-5	104	2	1.8	-1	0.5	-2
CCCCOC(=O)CSc1nc2ccccc2o1	2	-2	0.3	-1	100	4	1.8	1	-0.1	0
COc1ccccc1-c1nnc(SCC(=O)NCc2ccco2)n1N	1	-1	-0.1	-5	99	8	1.2	0	0.0	1
CCOC(=O)N/N=C1\CC(C)CC(C)(C)C1 (stereo not drawn)	3	4	-2.0	-2	99	2	-0.4	2	-0.2	2
Cc1onc(-c2ccccc2Cl)c1C(=O)Nc1cccnc1	0	-1	-1.9	5	98	5	-1.0	0	0.0	-2
O=C(Nc1ccc(Br)cc1)N1CCc2ccccc2C1	-2	-4	-0.1	-2	94	-4	-0.5	8	0.1	23
Cc1n[nH]c(C)c1NC(=O)CSc1nnnn1-c1cccc(F)c1	4	-2	-1.3	8	101	4	-2.3	-1	-0.1	10
O=C(c1cc(S(=O)(=O)N2CCOCC2)ccc1F)N1CCN(Cc2ccccc2)CC1	-7	2	-1.6	7	100	2	1.9	-5	0.0	8
Cc1ccc(C2C3=C(CC(C)(C)CC3=O)NC3=C2C(=O)c2ccccc23)cc1 (stereo not drawn)	-6	7	-0.8	20	101	5	4.0	-4	0.2	10
CCS(=O)(=O)c1ccc2oc(Nc3ccc(OC)c(OC)c3)nc2c1	-4	-7	-0.2	-3	104	8	0.0	1	-0.1	-5
CCOC(=O)c1ccc(Oc2cn[nH]c2-c2ccc(O)cc2O)cc1	-2	5	-0.9	4	95	-14	0.3	-2	0.6	6
CN1CCC(N2CCN(C3CN(C4CCCCC4)S(=O)(=O)C3)CC2)CC1 (stereo not drawn)	1	-5	x	1	95	3	0.5	2	-0.3	x
O=C(Nc1ccccc1N1CCCCC1)c1ccc(Cl)cc1	-9	39	0.7	-6	98	-6	0.4	0	0.0	17
Cn1nc(C(=O)Nc2ccc(Cl)cc2)cc1C(=O)Nc1ccc(Cl)cc1	4	0	-1.1	-8	89	-2	0.1	1	0.0	-2
OCCCNC(=S)Nc1ccc2nc(-c3ccccn3)c(-c3ccccn3)nc2c1	2	-2	-0.1	-29	97	8	1.0	-1	0.1	-7
CCOc1ccc(NC(=O)C2CCN(S(=O)(=O)CC)CC2)cc1	-1	-6	-1.7	0	87	11	-0.6	2	-0.2	3
O=C(NC1CCCCC1)C1CCCN1S(=O)(=O)c1ccc(F)cc1 (stereo not drawn)	6	-1	-1.0	-3	97	-1	-0.4	1	-0.2	12
Cc1cc(Cl)c2oc(C(=O)N3CCN(c4ccncc4)CC3)c(C)c2c1	-8	24	2.1	16	95	-16	0.3	-4	4.2	1
O=C(C1CCC1)N1CCN(Cc2ccccc2)CC1	10	5	-2.6	1	107	3	0.8	-1	0.1	-1
Cn1ncc2c(=O)[nH]c(N)nc21	0	-4	-0.6	13	88	4	-0.1	0	0.2	3
N#Cc1c(/N=C/c2ccc(-c3ccccc3C(=O)O)o2)sc2c1CCCC2	8	-1	-1.9	-5	99	-16	-0.5	0	0.0	-2
CC(C)(C)NC(=O)C(c1ccccc1F)n1c(=O)c(-c2cc3ccccc3[nH]2)nc2ccccc21 (stereo not drawn)	-8	-1	x	-11	x	x	x	x	1.2	x
O=C(NC1CCN(Cc2ccccc2)CC1)c1[nH]c(C(F)(F)F)nc1-c1ccccc1	-5&2	6&2	x	-5&8	92&102	1&7	3.9&-3.3	-2&-1	-0.3&3.1	x
Cc1c(NC(=O)c2c(N)sc3c2CCCC3)c(=O)n(-c2ccccc2)n1C	1	1	-2.2	-15	93	-24	1.8	3	0.3	8
OCCN=C(c1ccccc1)C12CN3CN(CN(C3)C1)C2	0	3	1.2	-1	101	0	1.3	-1	-0.3	5

# More compounds
SMILES	m5-HT2A agonist	Granule exo inh	MC4R ag barr	ABHD5-PLIN5 inh	ABCB6 inh MLPCN	Cardio protect	hiPSC survival	Glyco luc inh	aDG glyco act	MC4R antag cAMP
O=C1NC[C@@H](CCCCN2CCN(CCc3ccc(O)cc3)C(=O)C2=O)N(Cc2ccccc2)C1=O	2	5	x	-13	97	x	1.4	x	0.0	x
CCOc1ccc2c(c1)c(N=Nc1cccc(C(=O)O)c1)c(O)n2C	3	5	-0.8	0	97	4	-1.3	2	-0.1	7
Cc1cc(C)cc(OCc2nc3ncc(Br)cc3[nH]2)c1	-3	3	0.5	-2	93	-5	-2.3	1	-0.3	-14
Cc1ccc(NC(=O)Nc2c(C)n(C)n(-c3ccccc3)c2=O)cc1	0	-2	-1.3	-1	102	-1	-0.7	-1	0.0	-1
Cn1cc(C(=O)Nc2ccc(Cl)c(Cl)c2)cn1	7	-4	-0.2	2	97	-4	0.5	1	0.0	1
Nc1nc(-c2cccnc2)nc(N2CCCCC2)n1	2	3	-2.1	1	104	4	2.6	2	-0.3	-4
C[n+]1c(/C=C/c2ccc3c(c2)OCO3)ccc2ccccc21	3	-1	2.3	2	113	-12	-0.6	-10	-0.1	-9
COc1ccc2[nH]c(C)c(CCNC(=S)Nc3ccc(C)cc3)c2c1	-4	-4	-2.0	1	99	-1	-4.3	-1	-0.1	15
O=C(NCc1ccco1)c1ccc(COc2ccccc2Cl)cc1	-9	0	0.1	7	95	-19	0.9	1	0.0	-5
Cc1ccc(C)c(OCCC(=O)OCC(=O)NC2CCS(=O)(=O)C2)c1 (stereo not drawn)	-2	4	-2.6	2	94	0	0.2	2	0.0	0
CCOC(=O)CCS(=O)(=O)c1nc(-c2ccccc2)cc(C(F)(F)F)n1	-2	88*	-2.7	58*	72*	-34	-4.8	-14	0.2	16
Cc1cc(C)cc(C(=O)NCC(=O)OCc2cc([N+](=O)[O-])cc3c2OCOC3)c1	-2	-1	-2.7	-2	97	5	4.0	-2	0.8	-2
S=c1nc(Cc2ccc(Cl)cc2)[nH]c2ccccc12	3	0	8.9*	2	100	-2	-0.5	2	0.3	-8

# From PubChem BioAssay
